Assay outcomes as filed in PubChem BioAssay.
tim10-1 inh = inhibits growth of tim10-1 mutant yeast | S. cerevisiae tim10-1 ts strain growth, BacTiter-Glo, 24 h | inhibition, % at 20 µM | actives 2.2% (n = 330,000);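 active means inhibition of at least 40%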;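 further: mutant grown at 25 °C; 0% = DMSO wells with yeast and 100% = wells holding no yeast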
GRIN3A LBD mod = modulates the human NR3A ligand-binding domain; NR3A LBD differential scanning fluorimetry, Tm shift; 0% = protein alone, 100% = glycine-bound protein; Tm shift relative to glycine control, % at 25 µM; actives 2.5% (n = 340,000); AID 1259313;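 active means melting temperature shift of at least 10% of the positive control shift, at one fixed dose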
TIM10 inh = growth inhibitors of TIM10 yeast strain; actives 1.4% (n = 330,000); S. cerevisiae TIM10 strain growth, BacTiter-Glo luminescence, 24 h; inhibition, % at 10 µM; AID 463195;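 active means inhibition of 40% or more at the single tested concentration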;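 further: wild-type TIM10 isogenic control strain grown at permissive 25 °C; 0% = DMSO yeast wells and 100% = minimal medium wells without yeast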
APJ agonist = APJ receptor agonism | P35414 | CHO-K1 APJ PathHunter beta-arrestin, luminescence; 0% DMSO wells, 100% apelin | activation, % at 20 µM | actives 0.11% (n = 330,000) | AID 2520;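 active means activation more than six SD over the plate average, tested at 20 µM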;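 further: 0% = DMSO alone and 100% = apelin-13 at 10 nM; some results filed as inactive read as strong as hits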
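Assay system: CHO-K1 cells stably expressing ProLink-tagged human APJ and arrestin–beta-gal acceptor. Compound dosing: 20 µM single point, 1% DMSO. Times: 16-18 h seeding, 90 min dark compound exposure, 60 min detection. Detection: beta-gal luminescence. Evaluation: APJ–arrestin association signal. Controls: negative DMSO alone, positive Apelin-13 at 10 nM.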
Mdm2 MdmX PPI = human Mdm2/MdmX binding inhibition; O15151+Q00987; SaOS-2 split-luciferase Mdm2/MdmX complementation, luminescence; inhibition, % at 8 µM; actives 3% (n = 330,000);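 active means inhibition of at least 50% at 8 µM in the primary screen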
Target sequence (O15151 whole entry, looked up): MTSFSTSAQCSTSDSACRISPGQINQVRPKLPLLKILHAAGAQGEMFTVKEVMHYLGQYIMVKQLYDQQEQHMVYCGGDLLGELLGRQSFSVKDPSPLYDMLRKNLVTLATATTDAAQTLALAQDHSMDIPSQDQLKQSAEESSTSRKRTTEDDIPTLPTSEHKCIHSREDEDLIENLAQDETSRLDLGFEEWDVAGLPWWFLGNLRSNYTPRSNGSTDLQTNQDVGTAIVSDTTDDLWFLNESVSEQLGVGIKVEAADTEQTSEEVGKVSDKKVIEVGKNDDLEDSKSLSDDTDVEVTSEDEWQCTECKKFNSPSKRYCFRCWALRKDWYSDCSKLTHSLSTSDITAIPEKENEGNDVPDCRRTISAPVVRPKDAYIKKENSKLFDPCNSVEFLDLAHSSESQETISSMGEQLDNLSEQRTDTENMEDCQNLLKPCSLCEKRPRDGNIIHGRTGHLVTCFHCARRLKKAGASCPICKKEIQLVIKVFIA
Target sequence (Q00987 whole entry, looked up): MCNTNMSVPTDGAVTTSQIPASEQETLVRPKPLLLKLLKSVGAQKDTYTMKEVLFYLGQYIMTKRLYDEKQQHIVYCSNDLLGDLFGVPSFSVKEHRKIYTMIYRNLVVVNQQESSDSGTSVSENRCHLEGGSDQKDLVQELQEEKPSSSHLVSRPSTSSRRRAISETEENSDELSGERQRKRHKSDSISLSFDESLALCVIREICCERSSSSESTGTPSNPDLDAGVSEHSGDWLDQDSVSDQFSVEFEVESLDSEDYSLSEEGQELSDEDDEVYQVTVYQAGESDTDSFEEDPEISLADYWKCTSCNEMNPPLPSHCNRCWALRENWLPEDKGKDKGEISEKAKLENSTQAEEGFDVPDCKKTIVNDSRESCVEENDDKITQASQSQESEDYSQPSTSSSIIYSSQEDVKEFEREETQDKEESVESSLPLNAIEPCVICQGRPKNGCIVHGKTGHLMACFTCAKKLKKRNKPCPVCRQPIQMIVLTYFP
XBP1 UPR activ = activators of adaptive arm of unfolded protein response (XBP1); CHO-XBP1 luciferase reporter, IRE1-XBP1 UPR activation, luminescence; percent of tunicamycin response, DMSO as zero; activation, % at 20 µM; actives 0.33% (n = 330,000); AID 463104;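 active means versus positive control, 20 µM dose yields 30% or more activation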;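 further: 100% = tunicamycin at 10 µg/mL and 0% = DMSO only wells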
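Material: CHO cell line with stable XBP1 luciferase reporter; schedule: 16-18 h cell attachment at 37 °C, then 6 h compound exposure; signal: glow luminescence from Steady-Glo reagent; medium: serum-containing F12 medium, 10% FBS; benchmarks: tunicamycin 10 µg/mL and vehicle-only wells; read-out: percent activation relative to tunicamycin reference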
tim23-1 inh = inhibits growth of tim23-1 mutant yeast. actives 1.3% (n = 330,000). S. cerevisiae tim23-1 growth, BacTiter-Glo luminescence, 24 h. inhibition, % at 20 µM;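 active means growth inhibition of the mutant yeast at or above 50%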;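 further: temperature-sensitive mutant grown at 25 °C; plate controls were DMSO-treated mutant yeast for no effect and medium wells lacking yeast for full effect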
CHOP UPR activ = activators of apoptotic arm of unfolded protein response (CHOP) | CHO-CHOP luciferase reporter, UPR activation, luminescence; percent of tunicamycin response over DMSO baseline | activation, % at 10 µM | actives 0.34% (n = 330,000) | AID 449763;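 active means at 10 µM dose, activation of 40% or more, normalized to positive control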;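 further: 100% = tunicamycin at 10 µg/mL and 0% = DMSO alone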
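Evaluation: % reporter activation, DMSO baseline versus tunicamycin full activation; System: CHO-CHOP luciferase reporter cell line; Input: 500 cells/well; Incubation: 6 h compound treatment, 37 °C; Measured by: Steady-Glo luciferase luminescence; Dosing: one dose, 10 µM in 0.5% DMSO; Buffer or medium: F12 medium, 10% FBS; Benchmarks: positive tunicamycin 10 µg/mL, negative DMSO alone.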
NALP3 yeast inh = blocks the NALP3 inflammasome reconstituted in yeast; inhibition, % at 10 µM; Yeast reconstituted NLRP3/ASC/caspase-1, beta-gal luminescence, 24 h; actives 0.39% (n = 330,000);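 active means inhibition of 50% or more; inactive means inhibition below 50%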;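 further: plate controls were induced DMSO wells for no effect and uninduced yeast grown without galactose for full effect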
Numbers without * were called inactive; / = no result given.

A first look:
SMILES	tim10-1 inh	GRIN3A LBD mod	TIM10 inh	APJ agonist	Mdm2 MdmX PPI	XBP1 UPR activ	tim23-1 inh	CHOP UPR activ	NALP3 yeast inh
Cc1ccc(CNC(=O)c2ccc(CS(=O)Cc3cccc(Cl)c3)o2)cc1 (stereo not given)	-1	-3	-8	1	-2	-7	7	-0.6	16
COc1ccc(Cl)cc1C(=O)Nc1ccc(NC(=O)C(C)C)cc1	53*	-2	41*	-1	-7	3	53*	-0.5	-4
Oc1ccccc1C1CC(c2cccs2)=NC(c2ccc(Cl)cc2)N1 (stereo not given)	18	10*	22	-2	85*	2	24	2.4	11
CN1CCN(c2ccc(CNS(=O)(=O)c3ccccc3)cc2)CC1	-11	2	-20	-5	-11	-1	-22	0.0	17
COc1ccc(/C=C/C(=O)Nc2ccc(OC)nc2)cc1	-38	26*	-20	-1	8	0	-27	3.2	30

Main list, from the start:
SMILES	tim10-1 inh	GRIN3A LBD mod	TIM10 inh	APJ agonist	Mdm2 MdmX PPI	XBP1 UPR activ	tim23-1 inh	CHOP UPR activ	NALP3 yeast inh
Cc1ccc(CNC(=O)c2ccc(CS(=O)Cc3cccc(Cl)c3)o2)cc1 (stereo not given)	-1	-3	-8	1	-2	-7	7	-0.6	16
COc1ccc(Cl)cc1C(=O)Nc1ccc(NC(=O)C(C)C)cc1	53*	-2	41*	-1	-7	3	53*	-0.5	-4
Oc1ccccc1C1CC(c2cccs2)=NC(c2ccc(Cl)cc2)N1 (stereo not given)	18	10*	22	-2	85*	2	24	2.4	11
CN1CCN(c2ccc(CNS(=O)(=O)c3ccccc3)cc2)CC1	-11	2	-20	-5	-11	-1	-22	0.0	17
COc1ccc(/C=C/C(=O)Nc2ccc(OC)nc2)cc1	-38	26*	-20	-1	8	0	-27	3.2	30
CCOc1ccc(-n2c(-c3ccccc3)c[n+]3c2CCCCC3)cc1	-2	1	2	-1	27	1	7	-2.2	0
Cc1ccccc1OCCNc1ccc(C(F)(F)F)cc1[N+](=O)[O-]	15	0	-40	-4	17	2	24	3.2	11
COc1cc2c(cc1OC)/C(=C/C(=O)c1ccccc1F)NCC2	26	2	-8	2	2	12	24	1.3	5
CCc1cccc(CC)c1NC(=S)/C(=C(\[O-])c1ccc(Cl)s1)[n+]1ccccc1	14	-1	15	0	9	1	36	-2.5	10
CN(C)c1ccc(NC(=O)c2ccc([N+](=O)[O-])cc2Cl)cc1	5	-2	2	2	-25	0	4	0.3	6
CC(C)NC(=O)c1ccccc1NC(=O)Cc1ccc([N+](=O)[O-])cc1	24	0	2	1	-13	-3	26	-2.2	0
Cc1ccc(N2C(=O)c3ccc(C(=O)N4CCOCC4)cc3C2=O)cc1C	9	1	-4	-2	11	-2	-3	-1.4	17
O=C(NCCCN1CCOCC1)c1cc2cc(Br)ccc2oc1=O	8	0	1	-2	-20	-1	7	-0.3	19
O=C(NCCNC(=O)c1cnccn1)c1ccc(Cl)cc1	-9	0	-15	-1	-16	3	-8	0.2	25
O=C(CSCc1ccc([N+](=O)[O-])cc1)NN=C1CCCCCC1	-17	-20	2	0	7	0	4	0.6	5
CC(C)c1ccc(CN2CCC(C(=O)NCc3cccnc3)CC2)cc1	16	-1	-8	-5	20	-1	0	1.3	16
Cc1cc(Oc2ccc([N+](=O)[O-])cc2)nc(N2CCOCC2)n1	15	-2	25	-4	-3	1	15	-1.7	2
COC(=O)c1cnc(NNS(=O)(=O)c2ccc(Cl)cc2)nc1C(F)(F)F	11	-1	37	-4	-5	0	16	-0.3	19
CC(NC(=O)c1nn(C)c2c1CS(=O)(=O)c1ccccc1-2)c1ccccc1 (stereo not given)	31	0	11	-3	8	-3	22	1.2	3
CCOC(=O)N/N=C/c1c[nH]c2ccccc12	2	-1	7	-3	2	0	7	0.0	19
COc1cccc(NC(=O)CN(C)C(=O)c2ccc(-c3ccccc3Cl)o2)c1	-12	-3	5	6	19	0	23	-0.5	17
Cc1ccc2c(c1)NC(=O)C(CC(=O)NCc1ccc(F)cc1)O2 (stereo not given)	9	-1	5	-4	-17	0	19	0.9	7
COc1ccccc1-c1nnc(SC(C(=O)c2c[nH]c3ccccc23)c2ccccc2)n1C (stereo not given)	23	0	24	1	45	-4	12	-0.4	2
C=CCOc1ccc(C=Nc2ccc(C)c(Cl)c2)c(O)c1	3	6	4	-1	17	0	2	0.9	-4
CCOC(=O)Cn1nnc(-c2ccccc2)n1	1	-1	-4	-3	0	-2	6	-1.3	-4
O=Nc1c(O)n(Cc2ccc(Cl)cc2Cl)c2ccccc12	52*	-9	42*	0	36	-2	38	0.6	2
COc1ccc(Nc2nccc(-c3cccc(N)c3)n2)cc1	17	6	6	2	65*	-5	31	-1.0	35
COc1ccc(C(c2sc3nc(C)nn3c2O)N2CCC(C(N)=O)CC2)cc1OC (stereo not given)	-3	-1	-10	-2	14	-5	-1	-3.8	14
CCCCN(CCCNC(=O)c1c(C)cc(=O)oc1C)c1ccccc1	18	0	6	-4	16	-2	33	1.7	15
O=C(NCCc1ccccn1)c1cc(-c2ccc(Cl)c(Cl)c2Cl)nc2ccccc12	23	-8	39	-2	5	0	19	0.5	12
CCN1CCN(c2ccc(S(=O)(=O)N3CCOCC3)cc2N)CC1	-10	0	-1	-3	-19	-3	3	-0.6	12
COc1cc(-c2nc(C(=O)NCC3CCCO3)cc3c2[nH]c2ccccc23)cc(OC)c1OC (stereo not given)	42*	-10	18	2	86*	4	36	6.6	9
O=C1CN(C(=O)c2cccc(F)c2)C(c2ccc(F)cc2)c2cc(F)ccc2N1 (stereo not given)	24	-2	3	1	-2	-2	8	-0.7	9
COc1cc(NC(=O)c2cc3c(C)nc4ccccc4c3o2)cc(OC)c1OC	21	4	7	5	59*	-1	30	2.0	12
O=C(Cn1cnc2c(nnn2-c2ccc(F)cc2)c1=O)NCc1ccco1	-1	0	-4	-3	23	-2	7	-1.3	4
CCOC(=O)[C@H]1[C@H]2COc3cc(OC)ccc3[C@@H]2N2C(=O)[C@@H](CO)NC(=O)[C@@]12C	-2	/	2	-9	-32	2	11	-0.8	1
CCOc1ccc(CCNC(=O)CCNC(=O)c2ccco2)cc1OCC	-9	-1	7	2	19	-8	-5	0.8	0
CN(C)CCOc1ccc(-c2c(-c3ccsc3)sc3ccccc23)cc1	25	-3	14	-2	93*	15	76*	2.8	48
O=C(C(=O)N1CCCC1CO)N1CCCC1CO (stereo not given)	5	-1	-8	-3	6	0	-2	-2.5	4
CC(OC(=O)CCC(=O)c1ccc(Cl)s1)C(=O)NC1(C#N)CCCCC1 (stereo not given)	9	0	1	-4	-14	-2	26	1.0	16
O=C(O)c1ccccc1C1Nc2ccccc2C(=O)N1CCCN1CCOCC1 (stereo not given)	-14	0	-4	0	19	-1	-12	1.9	8
Cc1ccc(NC(=O)CCNS(=O)(=O)c2ccc3c(c2)c(=O)n(C)c(=O)n3C)cc1C	2	2	3	-1	-11	-6	0	-0.8	21
COc1cc(CNc2cc(C)ccc2C)cc(OC)c1OC	19	-1	8	4	5	-3	21	-1.6	15
O=C(COc1ccc(F)cc1)N1CCC(Cc2ccccc2)CC1	10	-14	-2	-5	9	2	30	1.0	14
COC(=O)c1cc(COc2ccc3oc(C)c(C(=O)OC(C)C)c3c2)c(C)o1	16	1	-6	0	-4	-1	3	-1.7	2
O=C(NCCN1CCc2ccccc2C1)Nc1ccc(F)cc1	2	-1	5	-1	8	0	12	0.0	-4
Cc1ccc(-c2cc(N)n(-c3ccc(C)cc3)n2)cc1	6	-10	11	0	-95	5	8	5.8	29
Cn1cc(CC(=O)NC2CCCCC2)c2ccccc21	12	2	1	0	-3	-3	15	-2.1	8
Cc1ccc2oc(=O)c(-c3ccc(O)cc3)c(C)c2c1	23	1	13	-1	-17	28	52*	3.6	17
CC(C)(Oc1ccc(Cl)cc1)C(=O)O	-16	-2	5	6	10	-4	-18	-0.7	17
Other results follow:
SMILES	tim10-1 inh	GRIN3A LBD mod	TIM10 inh	APJ agonist	Mdm2 MdmX PPI	XBP1 UPR activ	tim23-1 inh	CHOP UPR activ	NALP3 yeast inh
O=c1[nH]c2ccc(NC(=S)Nc3ccccc3Cl)cc2[nH]1	-6	3	2	-1	-4	-1	9	1.1	15
CC(C)NC1CS(=O)(=O)CC1O (stereo not given)	-7	-1	4	-5	13	-4	16	-0.5	5
CCOc1ccc(CN2C(=O)c3ccccc3C2C(=O)NC(C)CC)cc1OC (stereo not given)	5	-1	5	1	5	-3	15	1.7	15
CC(=O)c1oc2ccccc2c1N	3	1	-9	-4	11	-1	7	-0.4	5
CCN(CC)c1ccc2cc(/C(N)=N/NC(=O)c3cccs3)c(=O)oc2c1	-27	/	47*	-5	85*	93*	37	27	32
C=CCc1cc(OC)ccc1OCCN(C)Cc1ccccc1	5	-3	-7	-5	14	-4	25	-0.4	31
Cc1cccc(NC(=O)c2cccc(NC(=O)c3ccco3)c2)c1C	-17	-1	10	2	18	-3	-11	2.4	19
CCOC(=O)C(C(=O)OCC)C(CC(=O)C1CC1)c1ccccc1 (stereo not given)	9	2	6	0	-17	-3	12	-2.4	19
Cc1ccccc1C(=O)NNC(=O)CSc1nnc(C)n1-c1ccccc1	7	0	13	-1	20	-1	2	0.3	3
COc1cc(-c2cc(-c3ccccc3)nc(SCC(=O)O)c2C#N)cc(OC)c1OC	3	-2	14	-4	20	-7	16	1.0	15
CCCNC(=O)c1ccc(N2CC3CC(C2)c2cccc(=O)n2C3)c(NC(=O)Nc2ccc(CC)cc2)c1 (stereo not given)	20	-4	4	4	16	-1	12	1.2	-2
Cc1ccc(C)c(N2CCN(CC(=O)Nc3ccc([N+](=O)[O-])cc3C(=O)Nc3ccccc3F)CC2)c1	15	-17	11	-3	18	0	20	0.1	-4
Cc1ccc(C)c(NC(=O)C[n+]2ccccc2)c1	4	0	14	-1	-8	-3	18	1.7	16
CCOC(=O)CCc1nc2ccccc2[nH]1	-13	3	-3	-5	-6	1	-9	0.8	4
CNC(=O)COc1coc(CN2CCN(C(=O)c3ccco3)CC2)cc1=O	-9	2	2	7	-8	-4	-19	0.1	17
CC1CCC(NC(=O)c2cc(C3CC3)nn2-c2ccccc2)CC1 (stereo not given)	38	5	14	-4	2	7	50*	5.4	22
CC(=O)c1ccc(NC(=S)NCCc2cccc(Cl)c2)cc1	18	26*	30	-3	-50	3	24	4.8	27
O=C1CCCCC1C(O)c1ccc(Cl)cc1 (stereo not given)	-2	/	6	2	21	0	-2	-1.4	12
COc1ccc(/C=C(\C#N)C(=O)OCC(=O)NC(C)c2ccccc2)cc1 (stereo not given)	14	-4	2	0	17	1	9	-2.6	23
Cc1ccc(C)c2sc(N)nc12	-2	0	6	2	14	-4	-9	-0.3	24
COc1ccccc1C(=O)NCCCNC(=O)c1ccccn1	-6	-2	14	-2	-7	3	2	3.4	-4
